# Myeloid diff 2: promotes myeloid progenitor differentiation; calls only at 10 µM; ER-HoxA9 myeloid progenitors, lysozyme-GFP differentiation, flow cytometry; 360,000 compounds, 1% hits;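 active = normalized GFP-positive differentiation at or above the plate's own cutoff, the solvent-only control mean plus 3 SD; inconclusive = no clear call, values can overlap the other calls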;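 note: cells exposed to compound for four days before flow analysis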
# Dynein cargo inh: blocks dynein driven cargo transport along microtubules | 3617.4 mouse cells, GR-EGFP nuclear translocation imaging; test concentration mostly 20 µM; stimulated with dexamethasone, 1 µM; active compounds read low | z-score, hits read low | 220,000 compounds, 0.47% hits;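 active = plate z-score of nuclear minus cytoplasmic receptor signal below a set negative limit, without overly bright fluorescence or cell loss, cut at about -3.5 in these data, passing the limit was not always enough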;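 note: z-score of nuclear minus cytoplasmic ring GR-EGFP intensity difference per well; some compounds called inactive have numbers as strong as hits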
#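 Buffer or medium: Induction medium lacking tetracycline, stripped serum | Also added: Dexamethasone agonist, 1.0 µM final, for 30 min | Timing: 48 h induction, 1 h compound, 30 min dex at 37 °C | Detection: Formaldehyde fixation, Hoechst nuclear stain, 10x automated fluorescence imaging | Measure: Nuclear versus cytoplasmic GR-EGFP signal, averaged per well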
# bCat nuc transl: modulators of beta-catenin nuclear translocation | HeLa beta-catenin nuclear translocation, immunofluorescence imaging | nuclear translocation activity, % at 5 µM | 190,000 compounds, 0.3% hits;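 active = nuclear translocation activity above 50% at 5 µM, with a well cell count of 50 or more; inconclusive = wells under 50 cells across six images, flagged as toxic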;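 note: per-cell ratio of nuclear to cytoplasmic median beta-catenin stain intensity; plate controls were DMSO negative control for no effect and GSK-3 inhibitor IX positive control for full effect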
#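 Test system: human HeLa cells, native beta-catenin. Compound dosing: 5 µM primary single dose, 0.1% DMSO, 0.02–20 µM confirmation series. Incubation: compound exposure 24 h at 37°C. Detection: beta-catenin immunostaining with DAPI counterstain, 20x imaging, 6 fields/well. Read-out basis: Nuclear/cytoplasmic beta-catenin signal ratio, % activation.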
# T cell modulator: T cell immune modulators affecting CD8 T cell-vesicle binding | calls only at 7 µM | 330,000 compounds, 0.068% hits | AID 2052 | 2C CD8+ T cell-vesicle binding, flow cytometry; active compounds read low;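 active = response, share of CD8 T cells binding vesicles, and their 90th percentile fluorescence all below set limits, cut at about 80% in these data, passing the limit was not always enough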
#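 Test system: purified 2C TCR transgenic mouse naive CD8+ T cells. Probe or stimulus: QL9-peptide-loaded Drosophila micro-vesicles bearing Ld, ICAM-1 and B7-1. Incubation: binding step 1.5 h, 37 °C, antibody labelling 20 min, ice. Measured by: flow cytometry of vesicle-bound cells.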
# MT stabilizer: stabilizes microtubules in HeLa cells | % tubulin-high responders, % at 10 µM | 200,000 compounds, 0.83% hits | HeLa tubulin immunostaining HCS, 24 h; share of cells brighter than vehicle mean+2SD;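 active = plate Z-score above 3 for both tubulin-high and condensed-nucleus cell shares, with cell loss under 80%, at 10 µM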;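 note: anti alpha tubulin signal scored within the nucleus-defined area of each cell; some results filed as inactive read as strong as hits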
# human PMI inhibition: inhibitors of human PMI, primary screen, biochemical, fluorescence intensity, coupled assay (AID 1209) | purified PMI enzyme, coupled fluorescence intensity; higher % means a stronger effect | 190,000 compounds, 0.42% hits | one-dose inhibition, % at 20 µM; IC50 in µM for titrated hits; in the data active = inhibition above about 50%;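 note: plate controls were DMSO vehicle for no effect and wells lacking substrate for full effect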
# TNAP activation fold: human TNAP enzyme activators, primary screen, biochemical, luminescent, no phosphate acceptor, uHTS (AID 1001); purified TNAP, luminescent activation assay, no phosphate acceptor; higher activation fold means a stronger effect; one-dose activation fold at 20 µM; EC50 in µM for titrated hits; 200,000 compounds, 0.03% hits; in the data active = activation fold from about 3, or a potency from the dose series; inactive = the rest, 99 in 100 with activation fold below about 1.6; note: many of its hits are not listed in these tables
# Hep lipid drop: modulators of hepatic lipid droplet formation. AML12 mouse hepatocytes, oleate lipid droplets, BODIPY imaging. inhibition, % at 6.5 µM. AID 1656. 240,000 compounds, 0.4% hits;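 active = lipid droplet intensity inhibited by at least 50%, with more than 500 cells counted; inconclusive = wells with under 300 cells, treated as cytotoxic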
#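 Assay system: AML12 mouse liver cells | Compound dosing: One dose, 6.5 µM compound | Read-out basis: Droplet intensity reduction, % inhibition | Measured by: Fluorescence imaging, 20x objective, two fields per well | Schedule: Overnight treatment with compound plus oleate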
# Insulin prom up: MIN6 insulin promoter up-regulation | 190,000 compounds, 0.3% hits | MIN6 insulin promoter-GFP reporter, high-content imaging; active compounds read high | AID 1625 | z-score at 5 µM;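 active = z-score above 3 at 5 µM with at least 500 cells counted in the well; inconclusive = wells under 500 cells, flagged as cytotoxic or low count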
# Dynein cargo inh cytoplasmic EGFP: recorded beside Dynein cargo inh, whose call it bears; z-score; measured here: cytoplasmic GR-EGFP intensity; active compounds read high
# Dynein cargo inh nuclear GR-EGFP: also measured in Dynein cargo inh; calls as there; z-score; measured here: nuclear GR-EGFP intensity;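 lower value marks the stronger effect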
# Dynein cargo inh cell count: also measured in Dynein cargo inh; calls as there; z-score; measured here: cell count per field
# Insulin prom up cell count: second read-out of Insulin prom up, no call of its own (marks repeat the call); cell count; measured here: cytotoxicity, nuclei count;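 total cells summed across four imaged fields per well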
# Hep lipid drop cells 6.5 µM: recorded beside Hep lipid drop, whose call it bears; cell count; measured here: cell count, cytotoxicity flag;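 cells counted across two imaged fields per well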
# bCat nuc transl cell count 5 µM: recorded beside bCat nuc transl, whose call it bears; cell count; measured here: cell count, cytotoxicity flag
# T cell modulator vesicle-bound %: second read-out of T cell modulator, no call of its own (marks repeat the call); double positive events, %; measured here: CD8+ vesicle-bound cell fraction;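 binding gate set so that unloaded-vesicle control wells show 10% double positive cells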
# MT stabilizer Hoechst-high %: also measured in MT stabilizer; calls as there; % Hoechst-high responders; measured here: nuclear condensation Hoechst responders;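 share of cells brighter than vehicle mean plus two SD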
# MT stabilizer cytotoxicity %: further read-out of MT stabilizer, marked with its call; toxicity, %; measured here: cytotoxicity by cell density;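 0% = mean cell density of plate MIN control wells and 100% = no cells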
# Myeloid diff 2 GFP+ MAC1+ %: also measured in Myeloid diff 2; calls as there; GFP+ MAC1+ double positive, %; measured here: differentiation confirmed by MAC1 staining
# * = called active by the depositor; i = inactive; ? = inconclusive; . = no result given.
# Values run as follows: Myeloid diff 2, Myeloid diff 2 GFP+ MAC1+ %, Dynein cargo inh, Dynein cargo inh cytoplasmic EGFP, Dynein cargo inh nuclear GR-EGFP, Dynein cargo inh cell count, bCat nuc transl, bCat nuc transl cell count 5 µM, T cell modulator, T cell modulator vesicle-bound %, MT stabilizer, MT stabilizer Hoechst-high %, MT stabilizer cytotoxicity %, human PMI inhibition, TNAP activation fold, Hep lipid drop, Hep lipid drop cells 6.5 µM, Insulin prom up, Insulin prom up cell count
1) O=C(COc1cccc2ccccc12)NNC(=O)c1cccs1
  i, 1.0, -0.35, -0.19, 0.52, 0.24, -1.1, 1389, i, 57, 2.9, 3.4, 7.5, 1%, 1.3, ., ., -0.02, 1599
2) COc1ccc2cc(C(=O)C3CCCN(Cc4cccc(C)n4)C3)ccc2c1 (stereo not drawn)
  i, 0.4, -0.58, -0.081, -0.44, 0.87, 0.3, 1017, i, 22, 4.5, 3.2, 12, 6%, 1.1, -25, 668, 0.03, 1364
3) Cn1c(C(=O)N2CCC(C(=O)N3CCN(Cc4ccc5c(c4)OCO5)CC3)CC2)cc2sccc21
  i, 0.7, -0.31, -0.21, -0.06, 0.34, -2.8, 1114, i, 25, 3.3, 3.4, 16, 17%, 1, -3, 550, 4.7*, 1938*
4) O=C(OCc1cc(=O)n2c(n1)sc1ccccc12)c1ccc2c(=O)n3c(nc2c1)CCC3
  i, 0.6, ., ., ., ., 0.1, 1028, i, 13, ., ., ., -6%, 1.1, ., ., -0.35, 1273
5) CCCCCC(=O)NC(Nc1ccc(S(N)(=O)=O)cc1)C(Cl)(Cl)Cl (stereo not drawn)
  i, 0.8, -0.5, -0.33, -0.51, 0.72, 2.6, 848, i, 48, 5.7, 1.7, 10, 3%, 0.8, -2, 535, -0.22, 1118
6) CCN(CC)S(=O)(=O)c1ccc(C(=O)N2CCCCC2)cc1
  i, 1.1, 0.34, -0.22, 0.25, 0.059, -0.5, 1119, i, 41, 2.5, 1.7, 11, 10%, 1.1, 0, 769, 0.69, 828
7) N#CC1=C(SCc2ccc(C#N)cc2)N=C(N)C(c2nc(-c3ccccc3)cs2)C12CCCCC2 (stereo not drawn)
  i, 0.6, -0.02, 0.16, -0.14, 1.4, 1.0, 1071, i, 47, 2.0, 3.0, 9.6, 6%, 1, -2, 770, -1.1, 898
8) COC(=O)c1cc(Cc2ccc(N)c(C(=O)OC)c2)ccc1N
  i, 2.2, -0.17, -0.22, -0.13, 0.54, -0.3, 1118, i, 45, 2.3, 2.9, 7.7, 3%, 1, ., ., -0.16, 934
9) CCOc1ccc(N(CC)C(=O)COc2cc(=O)n(CC)c3ccccc23)cc1
  i, 1.5, 0.22, -0.0071, 0.47, 0.18, -5.5, 1132, i, 42, 4.4, 4.1, 7.6, 6%, 1, 1, 736, -0.05, 964
10) CN(CCC1CCCCO1)C(=O)CCc1nnc(C2CCCCC2)o1 (stereo not drawn)
  i, 0.1, 2.1, 0.22, 1.5, -1.8, -1.5, 994, i, 16, 1.3, 1.3, 9.0, 0%, 1.1, 0, 686, -0.15, 1445
11) Cc1ccc(C)c(Cn2nnc3c(=O)[nH]c(C4CCN(C(=O)c5cccs5)CC4)nc32)c1
  i, 0.8, -0.56, -0.11, 0.012, 0.27, 7.5, 808, i, 13, 1.6, 0.9, 11, 2%, 1, -21, 784, ., .
12) CC(C)OCCCNC(=S)Nc1ccc(S(N)(=O)=O)cc1
  i, 1.2, -0.53, 0.045, -0.36, 0.27, ., ., i, 31, 2.2, 2.0, 2.9, 8%, 1.1, 4, 594, -0.69, 949
13) Cc1cc(C(=O)COC(=O)c2ccc3c(c2)OCO3)c(C)n1Cc1cccs1
  i, 0.7, -0.32, -0.18, -0.3, 0.42, -7.1, 1054, i, 29, 1.9, 1.2, 4.9, 7%, 1.1, ., ., -0.32, 1348
14) O=C(N/N=C/C(Br)=C\c1ccccc1)c1ccco1
  i, 0.2, -2.5, -0.12, -0.69, 0.73, 0.1, 1339, i, 38, ., ., ., ., ., 10, 699, ., .
15) COc1cc(C2C(C#N)=C(N)OC3=C2C(=O)CCC3)ccc1OC(=O)N1CCOCC1 (stereo not drawn)
  i, 6.1, -0.14, -0.26, -0.047, 1.1, -0.3, 1048, i, 6, 4.2, 2.4, 4.7, 9%, 1.1, -2, 682, -0.38, 1800
16) CCC(CO)N=C1CC(C)(C)CC(=O)/C1=C(/O)CCCN1C(=O)c2ccccc2C1=O (stereo not drawn)
  i, 0.2, 1.8, -0.012, 1.4, -2.3, -0.3, 1019, i, 14, 2.4, 3.2, 9.3, -4%, 1.1, 14, 652, -0.69, 1035
17) Brc1ccc2c(c1)OCCOCCOCCOCCOCCOCCO2
  i, 1.1, 2.7, -0.14, 1.2, -1.9, 1.3, 906, i, 53, 5.6, 2.4, 1.7, 10%, 1.1, -9, 683, -0.54, 1284
18) Cn1c(=O)c2c(nc(NCc3ccc4c(c3)OCO4)n2Cc2ccc(F)cc2)n(C)c1=O
  i, 0.6, 0.018, -0.2, -0.044, -1, ., ., i, 5, 17, 7.8, 14, 24%, 1.1, -12, 683, -2.5, 950
19) O=C(Cc1ccccc1)NC1CCS(=O)(=O)C1 (stereo not drawn)
  i, 1.9, -0.0016, -0.21, -0.19, -0.25, ., ., i, 18, 5.7, 1.6, 7.8, 1%, 1.1, -6, 776, ., .
20) Cc1cccc(NC(=O)CCCN2C(=O)c3ccccc3C2=O)n1
  i, 0.5, -0.13, -0.24, -0.56, -0.66, -0.3, 1302, i, 5, 4.0, 1.8, 5.5, -7%, 1, ., ., 1, 1450
21) Cc1ccc(NC(=O)Cc2nnc(N)s2)cc1
  i, 0.1, 1.1, -0.24, 0.51, -0.58, -5.7, 1091, i, 57, ., ., ., ., ., 0, 667, 0.4, 1418
22) CCc1ccc(-c2c(C)sc(NC(=O)C3CCC3)c2C#N)cc1
  i, 0.7, -0.24, -0.24, 0.5, 0.35, -0.7, 1001, i, 29, 2.4, 1.9, 7.7, 15%, 1.1, 7, 685, 0.75, 1249
23) COc1ccccc1S(=O)(=O)Cc1ccc(C(=O)NCCN(C)C)o1
  i, 0.7, -1.2, -0.24, -0.59, 0.36, ., ., i, 44, 3.0, 2.9, 7.8, ., ., ., ., ., .
24) COc1cccc(C(=O)N/N=C/C(Br)=C/c2ccccc2)c1
  ?, ., -0.79, -0.26, -0.38, 0.7, 60*, 140*, i, 45, 23*, 37*, 42*, 22%, 1.1, 3, 688, ., .
25) Oc1[nH]c2ccccc2c1C=Nc1ccc2c(c1)OCO2
  i, 9.6, -0.17, 0.26, 0.81, -0.15, -0.9, 969, i, 11, 2.9, 2.0, 5.1, 19%, 1, 4, 733, 0.07, 1699
26) COc1ccc(CN2CCN(C(=O)c3cccc(OC)c3OC)CC2)cc1OC
  i, 0.1, -0.32, -0.27, -0.086, 0.49, 0.6, 1067, i, 62, 2.3, 2.2, 13, -2%, 1.1, 8, 784, ., .
27) Cc1ccc(SCC(=O)Nc2cccc(-c3nnc(-c4ccco4)o3)c2)cc1
  i, 0.7, 0.085, -0.22, -0.51, -0.13, -4.2, 1116, i, 25, 1.0, 1.5, 4.2, 13%, 1.1, -2, 681, -0.16, 1874
28) COc1ccc(COC(=O)N/N=C(\C)CC(=O)Nc2ccc(Cl)cn2)cc1
  i, 0.7, -0.67, -0.26, -0.38, 1.6, 0.5, 1308, i, 27, ., ., ., ., ., -1, 755, -0.3, 1053
29) NC(=O)c1c(Nc2nc3c(F)cccc3s2)sc2c1CCCC2
  i, 1.9, -0.55, 3.3, 0.29, 0.017, 2.9, 779, i, 33, 4.5, 2.6, 2.3, -6%, 1.2, 48, 686, 0.13, 1355
30) CC1CN(C(=O)c2ccc(COc3ccc(C(C)C)cc3)o2)CC(C)O1 (stereo not drawn)
  i, 0.2, 0.38, -0.18, 0.52, -0.35, 1.2, 1000, i, 29, 2.6, 0.9, 3.1, 3%, 1, -12, 640, ., .
31) COc1ccccc1NS(=O)(=O)c1ccc(C(=O)OCC(=O)NCc2ccco2)cc1
  i, 0.9, -0.52, -0.19, -0.36, 0.71, 6.0, 653, i, 61, 1.7, 1.6, 3.2, 4%, 1, ., ., 0.68, 1061
32) O=C(Cn1ncc2c1-c1ccccc1OC2)Nc1ccc(Cl)cn1
  i, 1.9, -0.39, -0.015, 0.12, -0.77, -0.7, 1088, i, 14, 5.3, 2.1, 5.8, 4%, 1.1, -1, 593, -1.4, 1749
33) Cc1ccc(CNS(=O)(=O)c2ccccc2[N+](=O)[O-])cc1
  i, 0.5, 0.8, -0.24, 0.46, -0.59, -0.3, 1128, i, 10, 2.2, 0.8, 4.3, -3%, 1.1, -12, 735, -0.07, 1405
34) N#C/C(=C\Nc1ccccc1SC(F)(F)F)c1nc(-c2ccc(Cl)cc2)cs1
  i, 0.1, -1, 2.2, -0.015, -0.69, 2.5, 1015, i, 55, 2.5, 2.4, 7.6, 2%, 1.1, 14, 643, -1.3, 1196

# Screens (PubChem BioAssay)
